# Kir21 inh – inhibitors of mouse Kir2.1 inward-rectifier potassium channel; P35561; HEK293-Kir2.1, FluxOR thallium flux fluorescence; hits give low values; B-score at 10 µM; actives 0.85% (n = 310,000); AID 1672;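 active = fluorescence ratio B-score at or below minus 3 SD of library scores, with starting-brightness B-score within 2 SD, cut at about -4.2 in these data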;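 note: channel flux triggered by added potassium and thallium sulfate stimulus; B-score of peak minus minimum fluorescence over baseline after thallium stimulus; more negative B-score means stronger Kir2.1 block with less thallium influx; some compounds called inactive have numbers as strong as hits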
# Target sequence (P35561 whole entry, looked up): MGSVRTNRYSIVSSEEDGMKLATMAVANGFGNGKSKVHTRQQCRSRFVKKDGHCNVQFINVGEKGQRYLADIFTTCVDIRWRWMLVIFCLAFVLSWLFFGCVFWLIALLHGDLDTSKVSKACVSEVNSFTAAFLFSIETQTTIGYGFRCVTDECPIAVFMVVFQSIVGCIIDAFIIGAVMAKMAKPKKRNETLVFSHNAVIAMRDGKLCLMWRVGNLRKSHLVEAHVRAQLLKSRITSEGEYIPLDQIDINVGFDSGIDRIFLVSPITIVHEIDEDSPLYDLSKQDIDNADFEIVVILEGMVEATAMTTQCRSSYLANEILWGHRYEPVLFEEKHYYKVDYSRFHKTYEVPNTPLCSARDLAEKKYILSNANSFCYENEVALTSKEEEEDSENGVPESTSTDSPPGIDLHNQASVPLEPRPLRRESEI
# KCNQ2 block – KCNQ2 channel blockers in CHO-K1 cells – cell-based, FluxOR thallium flux, B-score, primary screen (AID 2156); 20 min; hits give low values; B-score at 10 µM; O88943; actives 1.1% (n = 310,000);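 active = fluorescence ratio B-score at most minus 3 library SDs, with starting brightness B-score within 2 library SDs, cut at about -5.5 in these data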
# Numbers without * were called inactive; i = inactive.
# Every second line gives: KCNQ2 block	Kir21 inh
- COC(=O)c1ccccc1NC(=O)N1CCN(c2ccc(F)cc2)CC1
    i	-1.2
- O=C(Nc1ccc(OC(F)F)c(Cl)c1)Nc1ccc2c(c1)OCO2
    i	-1.6
- COc1ccc(-c2ccc(CO)o2)cc1N
    i	1.6
- COc1ccccc1NC(=O)c1cc([N+](=O)[O-])ccc1NCCN1C(=O)CCC1=O
    i	-0.16
- COc1ccc(CN(C)C(=O)c2ccc(NC(=O)CC3SC(N4CCCC4)=NC3=O)cc2)c(OC)c1 (stereo not drawn)
    i	-0.2
- O=C(Cn1ccc2ccccc2c1=O)N1CCN(c2cccc(Cl)c2)CC1
    i	0.56
- O=C(Nc1ccc(Br)cc1)c1cnccn1
    i	1.5
- CC(C)n1c(NCCO)nc2ccccc21
    i	-0.2
- Cc1cc(C(=O)CSc2nnnn2-c2ccccc2)c(C)n1CCc1ccccc1
    i	1.3
- O=C(Nc1ccccc1Cl)N1C2CCC1CC(O)(c1cccnc1)C2 (stereo not drawn)
    i	0.89
- COc1ccccc1NC(=O)CCC(=O)Nc1cc(OC)c(NC(=O)c2cccs2)cc1OC
    i	0.16
- CC(C)OC(=O)Cn1nc(C(F)(F)F)c2c1CCCC2
    i	-0.5
- COc1ccnc(Oc2ccccc2)c1C(=O)N/C=N/OCc1ccccc1
    i	0.25
- CCCc1cc(C(=O)OC)c(NC(=O)CCC(=O)O)s1
    i	-0.89
- CC(NC(=O)c1cccnc1)C(=O)O (stereo not drawn)
    i	-3.1
- COc1ccc(NC(=O)c2cc3cc(OC)ccc3oc2=N)cc1
    i	-2.2
- COc1ccc(Oc2c(Cl)cnn(-c3ccc(F)cc3)c2=O)cc1
    i	-1.4
- COc1ccc(F)c(CN2CCC(n3nccc3NC(=O)CCCc3ccccc3)CC2)c1
    i	-0.2
- C=CCn1c(SCc2ccc(C#N)cc2)nnc1-c1ccccc1
    i	-3.3
- Oc1c(Cl)cc(Cl)cc1/C=N/c1nccs1
    i	0.26
- COc1ccc(C(CC(=O)NCc2ccccc2)Sc2n[nH]c(-c3ccc(Cl)cc3)n2)cc1 (stereo not drawn)
    i	-0.07
- CC(C)C(=O)NC(NC1CCS(=O)(=O)C1)C(Cl)(Cl)Cl (stereo not drawn)
    i	0.49
- CC(C)NC(=S)Nc1ccc2[nH]c(=O)[nH]c2c1
    i	-0.26
- Cc1occc1C(=O)NNC(=O)Nc1ccc(Cl)c(Cl)c1
    i	-2.1
- C=CCn1c(SCC(=O)N(C)C)nc2cc(C(=O)O)ccc2c1=O
    i	-0.38
- CN(C)C(=O)CCCCCCCCC(=O)N(C)C
    i	-0.4
- C=CCn1c(CCNC(=O)c2ccccc2F)nnc1SCC(=O)Nc1ccccc1F
    i	1.1
- CCOC(=O)CSCC(=O)Nc1ccc(S(=O)(=O)N2CCCCC2)cc1
    i	-1.1
- CCOc1ccccc1N(CC(=O)Nc1ccc(OC)cc1OC)S(=O)(=O)c1ccccc1
    i	2.2
- Cn1c(=O)c(=O)n(C)c2cc(S(=O)(=O)N3CCCCCC3)ccc21
    i	0.44
- CC(=O)NNC(=O)c1ccncc1
    i	0.24
- COc1ccc2nc(N3C(=O)CC(Cc4ccc(C)cc4)C3=O)sc2c1 (stereo not drawn)
    i	-0.58
- CC(=O)c1cn(CCOc2cc(C)ccc2C)c2ccccc12
    i	0
- CC(=O)Nc1nc(-c2ccccc2)nc(-c2ccccc2OC(C)=O)n1
    i	1.7
- Cn1ncc(Cl)c1C(=O)N1CCN(S(=O)(=O)c2ccc(Cl)s2)CC1
    i	-1.3
- COc1ccc2c(c1)c(C(=O)N/N=C/c1ccc(Br)cc1)c(C)n2C
    i	-0.53
- Cc1nnc2c3ccccc3c(-c3ccc(O)cc3)nn12
    i	-0.27
- COc1ccc(Nc2nc(N)nc(CSc3nccn3C)n2)cc1
    i	-0.02
- O=C(Nc1nnc(CCc2ccccc2)s1)c1ccc(F)cc1
    i	-1.3
- Cc1cc(-c2ccccc2)nc2cc(C(=O)NCc3ccco3)nn12
    i	0.2
- CCc1ccc(NC(=O)C2CC(=O)N(C(C)C)C2)cc1 (stereo not drawn)
    i	-0.08
- C=CCN(c1cccc(C(F)(F)F)c1)S(=O)(=O)c1cccc(C(=O)OCC(=O)Nc2ccccc2)c1
    i	-2.7
- N#Cc1ccc(NCC(=O)Nc2ccc3c(c2)OCCO3)cc1
    i	3.2
- C[C@@H]1C=C(C(=O)O)O[C@H](OCc2ccc(CO)cc2)C1
    i	0.18
- CCOc1cc(NS(=O)(=O)c2ccc(OC)cc2)c(OCC)cc1NC(=O)c1ccco1
    i	-0.57
- COc1ccc(-c2cc(C(=O)N(C)CCc3ccc(OC)c(OC)c3)c3ccccc3n2)cc1
    -5.6*	-0.6
- CC(Oc1ccc2ccc(=O)oc2c1)C(=O)NC1CC(C)(C)NC(C)(C)C1 (stereo not drawn)
    i	0.94
- CCCn1c(C2CCCN2c2nc(-c3cccc(Br)c3)cs2)nc2ccccc21 (stereo not drawn)
    i	-0.2
- CC(C)C1N=C2c3ccccc3N=C(SCC(=O)c3ccc(O)c(O)c3)N2C1=O (stereo not drawn)
    i	0.07
- CCCCn1c(N)c(N(CCC(C)C)C(=O)c2oc3ccc(OCC)cc3c2C)c(=O)[nH]c1=O
    i	0.61
- O=C(N/N=C/c1cccc(Br)c1)c1ccc(N2CCCC2=O)cc1
    i	1.3
- O=C(NC(=S)Nc1ccccn1)c1ccc(-c2ccccc2)cc1
    i	0.02
- COc1cc(C(=O)NCC2CCCO2)ccc1OCc1ccccc1 (stereo not drawn)
    i	0.66
- O=C(CCN1CCN(c2ccccc2)CC1)c1ccc(Br)cc1
    -8.2*	0.31
- COc1ccc2c(c1)c(C(=O)N/N=C/c1ccc(Cl)cc1)c(C)n2C
    i	-0.08
- Cc1ccc(Cn2ccc(NC(=O)c3cc(C)on3)n2)cc1
    i	-0.54
- Cc1ccc(C)c2c1cc(C)c1nnc(SCC(=O)Nc3cccc(C(=O)O)c3)n12
    i	3.1
- CCOc1ccc(C(=O)NCC(c2cccs2)N(C)C)cc1 (stereo not drawn)
    i	1.8
- CCCCOCCCNS(=O)(=O)Cc1ccccc1
    i	-0.47
- CCOc1ccc(N=NC2C(=O)N(C(N)=S)N=C2C)cc1 (stereo not drawn)
    i	0.21

# (list continues)
# Every second line gives: KCNQ2 block	Kir21 inh
- Cc1c(C(=O)NCCSCc2ccc(F)cc2)cnn1-c1ccc(Cl)cc1
    i	0.35
- O=C(O)CSCc1c(F)cccc1Cl
    i	-1.4
- C[n+]1cnn2c1SCC1(COC1)C2
    i	-0.8
- COC(=O)c1ncn(C2OC(COC(C)=O)C(OC(C)=O)C2OC(C)=O)n1 (stereo not drawn)
    i	0.93
- OC(CN1CCN(c2ccccc2Cl)CC1)c1ccccc1 (stereo not drawn)
    i	-0.04
- O=C(NCCNC(=O)c1ccccc1[N+](=O)[O-])c1ccccc1[N+](=O)[O-]
    i	0.62
- O=c1c2c(c(-c3ccccc3)nn1Cc1ccccc1)CCCC2
    i	2.8
- CC(C)c1ccc2c(c1)C(=O)NC(C)(C)C2
    i	-2.1
- COc1ccc(N2CCN(C(=O)CSc3nc4c(c(=O)n(C)c(=O)n4C)n3C(C)C)CC2)cc1
    i	0
- Fc1ccc(-c2cnc3n2CCCCC3)cc1
    i	0.54
- CCN(CC)CCOC(=O)c1ccc(NC(=O)CCNC(=O)Cn2ccc3ccccc3c2=O)cc1
    i	-1.2
- COc1ccc(O)c(CNc2ccccc2F)c1
    i	-1.1
- O=C1CC(SCc2nc3ccccc3[nH]2)C(=O)N1c1ccc(F)cc1 (stereo not drawn)
    i	0.25
- c1ccc(-c2ccc3nnnn3n2)cc1
    i	-0.17
- CCCn1c(SCC(=O)Nc2ccccc2OC)nnc1-c1ccco1
    i	-0.91

# One compound at a time, from the list above. Order of screens: KCNQ2 block, Kir21 inh
# COc1ccc(CN(C)C(=O)c2ccc(NC(=O)CC3SC(N4CCCC4)=NC3=O)cc2)c(OC)c1 (stereo not drawn) as listed: i, -0.2
# O=C(Nc1ccc(Br)cc1)c1cnccn1 as listed: i, 1.5

# Other structures follow:
# Every second line gives: KCNQ2 block	Kir21 inh
- COc1ccc(C)cc1NC(=O)CSc1nnc(-c2ccco2)n1N
    i	0.67
- c1ccc(OCCSc2nc3ccccc3o2)cc1
    i	-0.35
- Cn1c(-c2ccc(F)cc2)cnc1SCC(=O)NNC(=O)Cc1ccccc1
    i	2.4
- CC(=O)OC(C)(C)C#CCN1CCCC1
    i	1.6
- COc1ccc(/C=C(\NC(=O)c2ccc(Cl)cc2)C(=O)NCCCn2ccnc2)cc1OC
    i	-2.1
- O=C(NCCc1ccccc1F)C1CCC(=O)N(Cc2ccc(Cl)cc2)C1 (stereo not drawn)
    i	-1.4
- C#CCOc1ccc(C2C3=C(COC3=O)Nc3cc4c(cc32)OCO4)cc1OC (stereo not drawn)
    i	0.24
- c1csc(C2CCCN2c2nc3nonc3nc2NC2CC2)n1 (stereo not drawn)
    i	-0.65
- COc1ccccc1C(=O)NCC(=O)NC1CCCc2ccccc21 (stereo not drawn)
    i	-1.9
- CC12CN3CCN(CC(C3)/C1=N\NC(=O)Nc1cccc(Cl)c1)C2
    i	-3.6
- COc1ccc(C(C(=O)NC(C)(C)C)N(C(=O)CNC(=O)c2cccs2)c2ccc(NC(C)=O)cc2)cc1OC (stereo not drawn)
    i	1.1
- CC/C(C)=N/Nc1nc(-c2cc3cccc(OC)c3oc2=O)cs1
    i	-0.08
- O=C(O)C1CC=CCC1C(=O)Nc1ccc(F)c(F)c1 (stereo not drawn)
    i	0.06
- COC(=O)c1c(O)c2c([nH]c1=O)CCCC2
    i	0.24
- CCOC(=O)c1c(/N=C/c2cc(C)ccc2O)sc2c1CCN(C)C2
    i	0.24
- Cc1ccc(S(=O)(=O)NCCC(=O)OCC(=O)NCCc2ccccc2)cc1C
    i	0.94
- CCOC(=O)C(=O)/C(C#N)=C/Nc1ccccc1
    i	0.71
- COc1ccc(-c2cc(C(=O)Nc3ccc(S(=O)(=O)Nc4ncccn4)cc3)c3ccccc3n2)cc1
    i	0.49
- O=C(NC1CCCC1)C(c1ccccc1F)N(C(=O)c1csnn1)c1ccccc1 (stereo not drawn)
    i	1.5
- CCOC(=O)C1CCCN(CC(=O)/C=C2/N(C)c3ccccc3C2(C)C)C1 (stereo not drawn)
    i	-0.52
- Cn1cc(Cl)cc(C(=O)Nc2ccccc2)c1=O
    i	-0.32
- NC(=O)c1ccsc1NC(=O)CS(=O)(=O)c1ccccc1
    i	0.01
- Nc1ccccc1C(=O)Nc1nccs1
    i	1.4
- Cc1ccc(NC(=O)CSc2nnc(Cc3cccn3C)n2-c2ccc(F)cc2)c(C)c1
    i	-0.16
- C=CCN(C(=O)CCC(=O)O)C1CC(=O)N(c2ccc(OC)cc2)C1=O (stereo not drawn)
    i	0.03
- O=C(C1CCCN(S(=O)(=O)c2cccs2)C1)N1CCN(C2CCCCC2)CC1 (stereo not drawn)
    i	0.63
- COc1cc(C)ccc1OCc1cc(C(=O)NC(C)Cn2cncn2)no1 (stereo not drawn)
    i	1.5
- C#CCNC(=O)C1=C[C@@H](c2coc3ccccc3c2=O)C[C@@H](OCCCCO)O1
    i	0.06
- COc1ccc(S(=O)(=O)N2CCN(C(=O)c3cccc(Cl)c3)CC2)cc1
    i	0.02
- CCOC(=O)NC(=O)/C(C=Nc1ccc(Cl)c(Cl)c1Cl)=C(\C)O
    i	-0.85

# For convenience, five of the compounds above.
# Every second line gives: KCNQ2 block	Kir21 inh
- O=C(C1CCCN(S(=O)(=O)c2cccs2)C1)N1CCN(C2CCCCC2)CC1 (stereo not drawn)
    i	0.63
- COc1cc(C)ccc1OCc1cc(C(=O)NC(C)Cn2cncn2)no1 (stereo not drawn)
    i	1.5
- C#CCNC(=O)C1=C[C@@H](c2coc3ccccc3c2=O)C[C@@H](OCCCCO)O1
    i	0.06
- COc1ccc(S(=O)(=O)N2CCN(C(=O)c3cccc(Cl)c3)CC2)cc1
    i	0.02
- CCOC(=O)NC(=O)/C(C=Nc1ccc(Cl)c(Cl)c1Cl)=C(\C)O
    i	-0.85

# Following part.
# Every second line gives: KCNQ2 block	Kir21 inh
- O=C(NCCc1nc(-c2ccccc2)cs1)c1ccc(Br)cc1
    i	0.01
- O=C(Cc1ccc(-n2cccc2)cc1)NCc1ccccc1Cl
    i	2.1
- Cc1nc(-c2ccccc2)sc1C(=O)CSc1ccc(Cl)cc1
    i	1.5
- Cc1ccnc(NC(=O)Nc2ccc(F)cc2)c1
    i	-0.21
- COc1cccc(CNC(=O)CCC(=O)N2Cc3cccc(OC)c3Oc3ncccc32)c1OC
    i	0.68
- COC(=O)c1nnn(-c2nonc2N)c1CSc1nnc(N)s1
    i	1
- CCOC(=O)c1c(C)[nH]c(C(=O)CSc2nnc(-c3cccs3)n2Cc2ccccc2)c1C
    i	-1.4
- COC(=O)c1ccc(N=Cc2c(C(F)(F)F)[nH][nH]c2=O)cc1
    i	0.03
- COc1ccc(-n2c(CCC(=O)O)ccc2-c2ccc(F)cc2)c(OC)c1
    i	1.1
- COc1ccc(OCCOCCOc2ccc(C)cc2[N+](=O)[O-])cc1
    i	-0.02
- CCOC(=O)c1c(C)nc(SCC(N)=O)c(C#N)c1-c1ccccc1
    i	-1.9
- COc1cc(SC)ccc1C(=O)N1CCN(c2ccccc2OC)CC1
    i	-0.38
- CN1CCCN(S(=O)(=O)c2ccc3ccccc3c2)CC1
    i	-1.3
- COc1cc(CNc2ccc(NC(C)=O)cc2)ccc1OCc1ccccc1C
    i	-0.12
- CC(C)c1nc(NCc2ccccc2)c(C#N)c2c1CCCC2
    i	-1.7
- O=C(/C=C/c1ccccc1)N(c1ccccn1)C1CCCCC1
    i	-1
- COc1cccc(C2c3[nH]c4ccccc4c3CCN2CCCn2cccn2)c1 (stereo not drawn)
    i	0.04
- N/C(Cc1nc(-c2ccc(F)cc2)cs1)=N\O
    i	0.71
- Cc1cc(C)c(C#N)c(SCC(=O)c2ccc(Cl)cc2Cl)n1
    i	1.1

# From PubChem
